Shn3 3UTR inh = reduces Shn3 3'UTR luciferase signal in osteoblasts. Clone20 osteoblast Shn3 3'UTR firefly luciferase, 24 h. inhibition, % at 12.5 µM. 0.52% of 360,000 active. AID 588674;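 active = mean inhibition of at least 75% with every replicate also reaching 75%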;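 note: 0% = median of neutral control wells and 100% = pilot-screen positive control compound; some compounds past the cut are filed as inactive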
LRH-1 inv ag = NR5A2 inverse agonism in reporter assay; O00482; HEK293T StAR-luciferase reporter, LRH-1 transfected, 24 h; inhibition, % at 3.6 µM; 0.13% of 360,000 active;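 active = inhibition above the mean inhibition of all tested compounds plus 3 SD, cut at about 73% in these data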;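 note: 0% = DMSO wells and 100% = reporter-only cells lacking LRH-1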
Target sequence (O00482 whole entry, looked up): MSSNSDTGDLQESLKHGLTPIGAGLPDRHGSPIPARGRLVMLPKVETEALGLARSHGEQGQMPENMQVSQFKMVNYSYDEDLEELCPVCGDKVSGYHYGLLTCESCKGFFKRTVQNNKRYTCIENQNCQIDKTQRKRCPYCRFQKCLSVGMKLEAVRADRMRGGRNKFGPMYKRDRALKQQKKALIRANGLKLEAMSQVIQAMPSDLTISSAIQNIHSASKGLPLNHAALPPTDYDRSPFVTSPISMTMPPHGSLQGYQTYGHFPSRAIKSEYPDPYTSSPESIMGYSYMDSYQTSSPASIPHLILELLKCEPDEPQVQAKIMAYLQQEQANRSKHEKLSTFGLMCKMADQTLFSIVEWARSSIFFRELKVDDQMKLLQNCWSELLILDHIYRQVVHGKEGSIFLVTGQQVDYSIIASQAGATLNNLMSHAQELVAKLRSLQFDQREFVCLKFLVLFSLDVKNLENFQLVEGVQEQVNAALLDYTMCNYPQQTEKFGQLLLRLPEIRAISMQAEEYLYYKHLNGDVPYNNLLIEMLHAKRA
CF NFkB inh = inhibitors of cystic fibrosis induced NF-kB; KKLEB NF-kB-GFP reporter, PAF-induced, GFP fluorescence overnight; inhibition, % at 5 µM; 0.86% of 360,000 active;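 active = at least 50% inhibition at 5 µM, scaled per plate between neutral and stimulator controls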;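 note: PAF is a Pseudomonas aeruginosa culture filtrate used as stimulus; plate controls were PAF-stimulated DMSO wells for no effect and unstimulated DMSO wells for full effect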
TWEAK Fn14 block = blocks TWEAK-Fn14 interaction in a reporter cell assay; inhibition, % at 10 µM; 2% of 360,000 active; TWEAK-stimulated Fn14 reporter cells, luciferase luminescence, 8 h; in the data active = inhibition above about 50%
KKLEB cytotox = CF airway cell cytotoxicity counter-screen | KKLEB CF airway cells viability, ATPlite luminescence, overnight; active compounds read low; cells stimulated with P. aeruginosa culture filtrate | activity change (cytotoxicity), % at 5 µM | 0.36% of 360,000 active | AID 602141;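 active = corrected activity change at or below -50% at 5 µM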
TROY NFkB inh = blocks TROY-dependent signaling in reporter cells. Q293 LMP1-TROYcd NF-kB luciferase reporter, 4 h. 0.98% of 360,000 active. inhibition, % at 10 µM;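 active = compounds whose plate-normalised and pattern-corrected inhibition of the luciferase reporter signal at the single screening dose is 50% or more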
NCOA1 inh = inhibits human SRC1 coactivator. inhibition, % at 3.6 µM. Q15788. HEK293 GAL4-SRC1 luciferase reporter, luminescence. AID 588354. 0.12% of 360,000 active;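 active = inhibition above the campaign mean plus 3 SD, with each screening campaign given its own cutoff, cut at about 60% in these data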;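 note: 0% = DMSO treated cells and 100% = gossypol at 36 µM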
EBV LMP1 NFkB = inhibitors of Epstein-Barr LMP1-induced NF-kappaB reporter | LMP1-induced NF-kappaB luciferase reporter cells, luminescence | inhibition, % at 12.5 µM | 0.69% of 350,000 active; in the data active = inhibition above about 41%;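 note: 0% = neutral control wells and 100% = reference inhibitor control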
NR2F2 inh = inhibitors of human COUP-TFII (NR2F2); HEK293T NGFI-A luciferase reporter, luminescence; inhibition, % at 8.6 µM; 0.7% of 370,000 active; P24468; AID 686940;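 active = inhibition above a per-plate cutoff, mean inhibition of test wells between control levels plus 3 SD, cut at about 38% in these data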;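 note: cells cotransfected with COUP-TFII expression vector driving the NGFI-A reporter; 0% = median of COUP-TF2 test wells and 100% = reporter-only cells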
Target sequence (P24468 whole entry, looked up): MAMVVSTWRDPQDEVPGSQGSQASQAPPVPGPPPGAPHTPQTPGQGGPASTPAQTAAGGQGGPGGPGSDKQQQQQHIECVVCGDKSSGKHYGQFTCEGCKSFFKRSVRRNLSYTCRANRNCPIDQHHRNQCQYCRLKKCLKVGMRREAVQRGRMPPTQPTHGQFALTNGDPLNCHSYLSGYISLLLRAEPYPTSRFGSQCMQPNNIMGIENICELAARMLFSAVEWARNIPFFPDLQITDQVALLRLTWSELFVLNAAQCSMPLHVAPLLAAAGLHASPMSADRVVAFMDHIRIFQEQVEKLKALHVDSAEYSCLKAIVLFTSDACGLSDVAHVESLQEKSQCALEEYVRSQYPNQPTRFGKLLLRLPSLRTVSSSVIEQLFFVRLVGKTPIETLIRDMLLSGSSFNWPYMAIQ
NCOA3 inh = inhibitors of human steroid receptor coactivator 3 (SRC3). inhibition, % at 3.6 µM. HEK293 GAL4-SRC3 luciferase reporter, luminescence. 0.17% of 360,000 active;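 active = inhibition above a per-campaign cutoff, the mean of all compounds plus 3 SD, cut at about 60% in these data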;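 note: 0% = DMSO-treated cells and 100% = gossypol-treated cells at 36 µM; higher means less SRC3-driven luciferase light from the GAL4 reporter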
TRAIL sens C8 = caspase-8 TRAIL sensitization; 1% of 360,000 active; NB7+C8 cells + TRAIL, ATPlite viability luminescence; AID 624354; inhibition (viability loss, TRAIL sensitization), % at 10 µM;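 active = compounds causing at least 50% loss of cell viability in the single-dose screen, relative to plate controls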
Active calls of the source: *; nt = not tested or not shown. A portion of the library; the hit share may differ from the screen's.

SMILES | Shn3 3UTR inh | LRH-1 inv ag | CF NFkB inh | TWEAK Fn14 block | KKLEB cytotox | TROY NFkB inh | NCOA1 inh | EBV LMP1 NFkB | NR2F2 inh | NCOA3 inh | TRAIL sens C8
COc1ccc(-c2csc3nc(C)nc(N4CCC(C)CC4)c23)cc1OC | 7 | 13 | -16 | 30 | -14 | -22 | 14 | 21 | -27 | 31 | 13
COc1cccc(COC(=O)CCNC(=O)c2ccc(Cl)cc2)c1OC | -9 | -1 | 27 | -20 | 1 | -9 | -1 | -3 | -1 | -32 | 1
CCCNC(=O)C1(C)CCCN(Cc2ccccc2N(C)C)C1 (stereo not drawn) | 12 | -10 | -3 | -8 | 6 | 10 | -1 | nt | 1 | -22 | 12
CC(C)(C)NC(=O)NC(=O)COC(=O)c1cc(=O)[nH]c2ccccc12 | -14 | -1 | 5 | 13 | -14 | -2 | -9 | 0 | 5 | -4 | -27
CCn1c(=O)c(CCC(=O)NCC2CCCO2)c(C)c2c(C)nn(-c3ccccc3)c21 (stereo not drawn) | 33 | -4 | 7 | 12 | -10 | 0 | 1 | -3 | 5 | -2 | -4
COc1ccc(-c2nnc(NC(=O)c3ccc(F)cc3)o2)cc1 | 34 | -23 | -8 | 49 | -9 | 5 | 4 | 28 | 3 | 5 | 12
CCOC(=O)[C@H]1[C@H]2COc3ccc(C)cc3[C@@H]2N2C(=O)CN(Cc3ccc(Cl)cc3)C(=O)[C@@]12C | -6 | 14 | 4 | -6 | -4 | 4 | 1 | -2 | 23 | 9 | 8
COC(=O)/C=C1/S/C(=N/NC(=O)c2ccc(OC)cc2)NC1=O | -8 | -14 | 5 | -6 | -1 | -23 | 11 | -6 | -7 | 8 | -10
Cc1ccc(C(=O)Nc2onc(C)c2C#N)cc1 | 12 | -4 | -5 | -11 | 11 | -21 | -4 | -13 | -13 | -19 | -14
Cc1ccc(C(NC(=O)N2CCCC2)C(Cl)Cl)cc1F (stereo not drawn) | -14 | 0 | -12 | 4 | 8 | -2 | -1 | 12 | -10 | 4 | -5
CCC(SC1=NCCS1)C(=O)Nc1nnc(-c2ccccc2OC)s1 (stereo not drawn) | -6 | -35 | 9 | -34 | -11 | 11 | -1 | 0 | -20 | -6 | -6
COc1ccc(Oc2c(Cl)cnn(-c3ccc(F)cc3)c2=O)cc1 | 3 | 7 | -12 | 19 | -2 | -43 | 14 | 8 | 6 | -16 | 87*
COc1ccc(C(=O)Nc2nccs2)cc1 | -44 | -109 | 18 | 7 | -6 | -18 | -93 | -1 | -49 | -82 | 30
COc1ccc(NC(=O)CC(C)c2ccccc2)c([N+](=O)[O-])c1 (stereo not drawn) | -12 | -11 | 5 | 3 | 4 | -24 | -23 | 4 | -13 | 2 | 5
COc1ccc(C(CNC(=O)c2cc(S(=O)(=O)NCc3ccccc3)ccc2C)N2CCOCC2)cc1 (stereo not drawn) | -12 | 4 | 11 | -8 | -13 | -25 | 11 | -9 | 26 | 2 | 5
Cc1nc2ncnn2c(C)c1CCC(=O)O | 5 | 8 | -4 | -1 | 4 | -9 | -4 | 2 | -3 | 11 | -10
COc1cccc(C2CC(=O)Nc3cc(OC)c(OC)c(OC)c32)c1OC (stereo not drawn) | -8 | 5 | -48 | 7 | 17 | -14 | -3 | -2 | -32 | 17 | -8
CC(C)C(C(=O)Nc1ccncc1)c1ccc(Cl)cc1 (stereo not drawn) | 45 | 14 | 36 | 1 | -35 | 16 | 8 | 11 | 22 | 21 | 9
Cc1cc(/C=C(\C#N)C(=O)NCc2cccs2)c(C)n1-c1ccccc1F | -83 | -82 | 0 | 10 | -18 | 9 | -110 | -35 | -18 | -98 | 40
CC(C)N(Cc1ccccc1)C(=O)CC(=O)N(Cc1ccccc1)C(C)C | 7 | -4 | -7 | -4 | -6 | 8 | 1 | 1 | -8 | -1 | 1
Cc1ccc(NC(=O)Cc2noc3ccccc23)nc1 | 6 | -10 | -3 | -34 | 12 | -29 | -29 | -2 | -14 | -4 | 3
O=S(=O)(c1ccc(F)c(F)c1F)N1CCN(C(=S)NC2CC3CCC2C3)CC1 (stereo not drawn) | 6 | -4 | 10 | -18 | -7 | -2 | -9 | 0 | -9 | 3 | -16
CCC1(C2C=COC=C2)NC(=O)NC1=O (stereo not drawn) | 7 | 2 | -2 | -1 | -23 | 4 | -10 | nt | -5 | 14 | -10
Cc1ccc(NC(=O)C2CCCN(S(=O)(=O)c3ccc4[nH]c(=O)ccc4c3)C2)c(C)c1 (stereo not drawn) | 17 | -8 | 18 | -3 | -18 | 7 | 5 | -4 | 19 | 12 | -5
Cc1ccc(C(=O)CSc2nnc(N)s2)c(C)c1 | -59 | -91 | 0 | 32 | 3 | -15 | -69 | -34 | -50 | -68 | 4
COCCCN(C(=O)CSCc1c(C)noc1C)c1c(N)n(Cc2ccccc2)c(=O)[nH]c1=O | -7 | -12 | 1 | -2 | -3 | 6 | -13 | 1 | -19 | -4 | 3
Cc1noc(C)c1CSCC(=O)OCc1nnc(-c2ccc([N+](=O)[O-])cc2)o1 | -9 | 8 | -6 | -1 | 4 | -7 | -8 | 2 | -17 | -2 | 3
COc1ccc(N2C(=NC(=O)c3ccc(Br)cc3)SC3CS(=O)(=O)CC32)cc1 (stereo not drawn) | -6 | -13 | 8 | -23 | -19 | 9 | -7 | -19 | -7 | -10 | 3
C=CCc1ccc2oc(C(=O)OCC)cc(=O)c2c1O | 17 | -12 | -1 | 0 | -1 | -13 | -15 | 0 | 7 | 8 | 6
COc1ccc(S(=O)(=O)N2N=C(c3cccc(NS(C)(=O)=O)c3)CC2c2ccco2)cc1 (stereo not drawn) | 4 | -4 | -1 | 17 | -8 | 4 | 24 | 3 | 18 | 1 | -12
COc1ccc(CN2CCN(C(=O)c3ccccc3F)CC2)c(OC)c1OC | 16 | 0 | -6 | -27 | -7 | -2 | 4 | 3 | -3 | 20 | -4
CCN(CC)CCN1C(=O)c2oc3ccc(F)cc3c(=O)c2C1c1ccncc1 (stereo not drawn) | -29 | 1 | -26 | 8 | 4 | 3 | 12 | 12 | -5 | 6 | -3
CC1(c2ccccc2)NC(=O)N(CC(=O)Nc2ccc(S(N)(=O)=O)cc2)C1=O (stereo not drawn) | 7 | -2 | -12 | 0 | 2 | -2 | 9 | -1 | -11 | -21 | 8
O=C(Nc1ccc(Cc2ccncc2)cc1)c1cccc([N+](=O)[O-])c1 | 5 | 44 | -11 | -4 | -4 | -4 | -2 | -14 | -20 | -3 | -6
CC(=O)Oc1ccccc1C1=NN(C(C)=O)C(c2ccccc2)C1 (stereo not drawn) | -3 | 2 | 10 | 3 | 3 | -30 | -7 | -4 | -4 | 1 | 0
O=C(Nc1ncccn1)c1ccc(C(F)(F)F)cc1 | -19 | -41 | 9 | 4 | 7 | -6 | -14 | 2 | 0 | -20 | -4
Cc1cc(C)cc(C(O)c2ncc(-c3cccc(F)c3)[nH]2)c1 (stereo not drawn) | -17 | 6 | 6 | 10 | -22 | -4 | -5 | nt | 2 | 9 | -12
CN1C[C@@H]2[C@@H]3C(=O)N(Cc4ccccc4)C(=O)[C@@H]3[C@](C)(C1=O)N2C(=O)c1ccc(C(C)(C)C)cc1 | 7 | 6 | -11 | 2 | -6 | 14 | 8 | 7 | -13 | -11 | 14
Cc1cc(C)nc(NS(=O)(=O)c2ccc(N/C=C/C(=O)c3ccc(Cl)c(Cl)c3)cc2)n1 | 10 | -16 | -10 | -2 | 3 | -2 | -23 | 15 | -3 | 5 | 4
CC(C)Cc1cc(C(=O)NCCN2CCOCC2)no1 | 4 | 9 | 6 | -3 | -15 | 4 | -7 | -4 | -1 | -1 | -4

Next section (two carried over from the part before).
SMILES | Shn3 3UTR inh | LRH-1 inv ag | CF NFkB inh | TWEAK Fn14 block | KKLEB cytotox | TROY NFkB inh | NCOA1 inh | EBV LMP1 NFkB | NR2F2 inh | NCOA3 inh | TRAIL sens C8
Cc1cc(C)nc(NS(=O)(=O)c2ccc(N/C=C/C(=O)c3ccc(Cl)c(Cl)c3)cc2)n1 | 10 | -16 | -10 | -2 | 3 | -2 | -23 | 15 | -3 | 5 | 4
CC(C)Cc1cc(C(=O)NCCN2CCOCC2)no1 | 4 | 9 | 6 | -3 | -15 | 4 | -7 | -4 | -1 | -1 | -4
O=C(NC1CC1)c1ccc2c(c1)C1C3CCC(C3)C1C(c1ccccc1)N2 (stereo not drawn) | 24 | 17 | -18 | 8 | 2 | 2 | 5 | 10 | 4 | 13 | -6
CC(Sc1nc(N)c(NC(=O)c2ccc(Br)o2)c(=O)[nH]1)C(=O)O (stereo not drawn) | -10 | -1 | -16 | 7 | -1 | -11 | 3 | 0 | 7 | 1 | -9
CCNC(=O)c1c(C)[nH]c(C(=O)OCC)c1C | -7 | 0 | -12 | 4 | -6 | 1 | -7 | -9 | 11 | 14 | -11
Nn1c(SCC(=O)N2CCCC2=O)nnc1-c1cccs1 | -8 | 6 | -13 | 0 | 12 | -9 | -11 | 8 | 18 | 12 | -13
COc1ccccc1C(CCN(Cc1cccs1)C(C)=O)c1ccco1 (stereo not drawn) | -9 | -8 | 3 | 10 | 6 | 21 | -19 | -9 | -3 | 2 | 1
C=CCn1c(SCC(=O)Nc2cc(C)on2)nnc1-c1ccccc1F | -9 | -17 | 17 | 3 | -9 | 9 | 6 | -1 | 4 | 5 | 3
CCC1SC2=NC(C)=C(C(=O)OCCOC)C(c3ccc(C(=O)OC)cc3)N2C1=O (stereo not drawn) | 9 | 12 | 5 | 5 | -2 | -5 | 2 | 9 | 7 | 10 | -10
CCN(CC)S(=O)(=O)c1ccc(N/N=C/c2cccnc2)nc1 | -2 | -26 | -6 | -9 | 0 | 4 | -1 | -4 | -6 | 12 | -3
Cc1ccc(-c2noc(CN(C)C(=O)Nc3ccc(F)cc3)n2)cc1 | 10 | 6 | -15 | 6 | -2 | 17 | -6 | -6 | 1 | -1 | -7
O=C(COC(=O)CCCSc1nc2ccccc2[nH]1)NC(=O)NC1CCCC1 | -11 | 14 | -4 | 4 | 8 | -10 | -13 | 2 | -7 | 9 | -5
Cc1cccc2c(CC(=O)Nc3ccccc3)noc12 | -8 | -4 | -6 | -32 | -12 | -11 | 5 | -1 | -19 | 3 | 9
COc1ccc(CC(=O)OCC(=O)Nc2ncc(Cl)cc2Cl)cc1 | 17 | 15 | -3 | 0 | 3 | -4 | -8 | -7 | -2 | -13 | -3
N#Cc1cn(CC(=O)NCC2CCCO2)c2ccccc12 (stereo not drawn) | -6 | -3 | 6 | 3 | -5 | 5 | -3 | 0 | 6 | 16 | 17
N#CC(C(=O)NCc1ccco1)c1nc2ccccc2nc1N1CCOCC1 (stereo not drawn) | -29 | -12 | -11 | 20 | 2 | -9 | -8 | -5 | 8 | -24 | 0
CCCCn1c(SCC(=O)Nc2ccc(C)c(S(=O)(=O)N3CCOCC3)c2)nnc1C(CC)N(C)C (stereo not drawn) | -9 | 1 | 6 | -7 | 8 | -18 | -41 | -2 | 8 | 8 | -1
Cc1ccc(C(=O)N2CCN(Cc3ccc4c(c3)OCO4)CC2)cc1[N+](=O)[O-] | 10 | -12 | 0 | 0 | -7 | 16 | -5 | 7 | 23 | 0 | 8

Screens: PubChem BioAssay, several laboratories
